SIAE inh = human SIAE inhibitors, primary screen, biochemical, fluorescence polarization, FP-Rh probe, 1536-well HTS; inhibition, % at 9.66 µM; SIAE FP-Rh probe binding; hit rate 0.69% among 370,000;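 active = inhibition above a cutoff: mean of compounds within the control limits plus 3 SD of those, cut at about 17% in these data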;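 also: 0% = plate median of compound wells and 100% = probe without SIAE protein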
ABHD4 inh = ABHD4 inhibitors, primary screen, biochemical, fluorescence polarization, mouse; hit rate 0.54% among 370,000; inhibition, % at 8.92 µM; AID 720543, 2013; purified mABHD4, FP-Rh probe fluorescence polarization; (Lyso)-N-acylphosphatidylethanolamine lipase (Mus musculus), Q8VD66;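 active = inhibition exceeding the mean over every tested compound plus 3 SD, cut at about 30% in these data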;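 also: 0% = plate median of compound wells and 100% = S159A mutant with DMSO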
Target sequence (Q8VD66 whole entry, looked up): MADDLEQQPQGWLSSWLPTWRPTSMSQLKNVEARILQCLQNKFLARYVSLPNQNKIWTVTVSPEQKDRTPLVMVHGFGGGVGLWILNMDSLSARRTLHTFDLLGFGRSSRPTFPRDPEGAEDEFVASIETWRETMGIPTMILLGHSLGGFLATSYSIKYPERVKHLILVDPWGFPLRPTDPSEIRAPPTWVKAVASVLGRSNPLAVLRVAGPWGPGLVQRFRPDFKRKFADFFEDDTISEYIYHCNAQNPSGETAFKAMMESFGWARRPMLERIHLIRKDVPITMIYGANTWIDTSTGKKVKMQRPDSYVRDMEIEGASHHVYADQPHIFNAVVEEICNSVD
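Test system: mABHD4 protein; Read-out basis: % inhibition; Incubation: 45 min + 60 min at 25 °C; Repeats: single replicate; Technique: fluorescence polarization with parallel and perpendicular emission, 525/598 nm; Compound: 8.92 µM, single dose; Benchmarks: full inhibition S159A mutant plus DMSO, zero as sample-well median.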
LEDGF integ inh = blockers of LEDGF/p75-dependent integrase strand transfer – biochemical, TR-FRET, high throughput, primary screen. HIV-1 integrase (with human LEDGF/p75). TR-FRET IN-LEDGF/p75 DNA integration, Eu/Cy5. inhibition, % at 3.7 µM. hit rate 0.64% among 370,000;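 active = inhibition above the screen-wide mean plus 3 SD, cut at about 13% in these data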;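 also: signal is the Cy5 over europium emission ratio at 671 and 618 nm; 0% = plate median of compound wells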
PG9 Ab binder = binders of HIV-1 gp120 antibody PG9, primary screen, biochemical, TR-FRET; HIV-1 gp120 / PG9 antibody interaction; hit rate 0.43% among 360,000; inhibition, % at 6.7 µM; AID 624416, 2012; TR-FRET gp120-PG9 antibody binding; in the data active = inhibition above about 8.5%
PRMT1 FP inh = PRMT1 methyltransferase inhibitors, primary screen, biochemical, fluorescence polarization | recombinant PRMT1, activity-based probe fluorescence polarization | inhibition, % at 2.79 µM | hit rate 1.3% among 370,000 | AID 652257, 2013;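 active = inhibition above about 21% made by adding two undisclosed values, limit read from the data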
Target sequence (Q99873 whole entry, looked up): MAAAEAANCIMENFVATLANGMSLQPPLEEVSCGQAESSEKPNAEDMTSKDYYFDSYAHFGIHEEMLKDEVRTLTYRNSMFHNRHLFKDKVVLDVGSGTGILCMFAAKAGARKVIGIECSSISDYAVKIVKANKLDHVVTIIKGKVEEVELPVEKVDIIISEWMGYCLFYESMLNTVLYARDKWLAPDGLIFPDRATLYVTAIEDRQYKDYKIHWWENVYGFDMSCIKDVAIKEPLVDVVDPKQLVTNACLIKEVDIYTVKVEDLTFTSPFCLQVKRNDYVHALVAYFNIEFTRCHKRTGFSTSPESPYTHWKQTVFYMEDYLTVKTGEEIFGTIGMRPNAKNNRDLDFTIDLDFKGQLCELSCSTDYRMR
TCR CD3 inh = inhibitors of human TCR-CD3 interaction, primary screen, biochemical, fluorescence, TAMRA-labeled TCR probe; T-cell receptor (TCR); hit rate 0.37% among 360,000; AID 651800, 2012; inhibition, % at 9.4 µM; in the data active = inhibition above about 19%;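 also: recombinant mutant TCR 2C K166C tagged with TAMRA read by polarization; 0% = receptor in buffer alone and 100% = receptor with positive control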
TDP2 absorb = human TDP2 enzyme inhibitors, primary screen, biochemical, epi absorbance, recombinant enzyme; Tyrosyl-DNA phosphodiesterase 2 (Homo sapiens), O95551; T5PNP hydrolysis, p-nitrophenol absorbance 415 nm; inhibition, % at 12.8 µM; hit rate 0.34% among 370,000;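 active = inhibition above the mean of all tested compounds plus 3 SD, set per campaign, cut at about 25% in these data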;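 also: 0% = DMSO with enzyme and 100% = buffer with substrate but no TDP2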
Target sequence (O95551 whole entry, looked up): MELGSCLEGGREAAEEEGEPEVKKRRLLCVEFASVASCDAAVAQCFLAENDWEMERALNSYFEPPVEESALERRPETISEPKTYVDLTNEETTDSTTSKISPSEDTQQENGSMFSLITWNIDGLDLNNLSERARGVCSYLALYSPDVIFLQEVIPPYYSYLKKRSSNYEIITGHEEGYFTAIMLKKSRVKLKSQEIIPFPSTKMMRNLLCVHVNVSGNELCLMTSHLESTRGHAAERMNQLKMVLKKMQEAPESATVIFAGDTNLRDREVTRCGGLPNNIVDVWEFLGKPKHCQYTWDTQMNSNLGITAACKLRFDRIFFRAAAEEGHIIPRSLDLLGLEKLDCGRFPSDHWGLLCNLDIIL
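Assay system: Recombinant human TDP2 | Quantity: 120 nM TDP2 per well | Incubation: 2 h at 37 °C | Signal: Epi absorbance | Evaluation: Percent inhibition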
HTRA1 inhibitor = HTRA1 serine protease inhibitors, primary screen, biochemical, fluorescence polarization, HTS; Q92743; recombinant HTRA1, FP-rhodamine activity-based probe; inhibition, % at 5.96 µM; hit rate 0.5% among 340,000; in the data active = inhibition above about 36%;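 also: 0% = enzyme with DMSO and 100% = wells lacking enzyme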
Tn7 DDE FP = inhibitors of Tn7 peptide binding to fibrin DD(E), primary screen, biochemical, fluorescence polarization, human fibrin, Tn7 probe; Fibrinogen beta chain (Homo sapiens), P02675; FP displacement of FITC-Tn7 peptide from fibrin DD(E); 0% = median of compound wells per plate; inhibition, % at 8.3 µM; hit rate 0.13% among 370,000; AID 720508, 2013;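 active = inhibition above the mean of compounds falling within the control limits plus 3 SD of them, cut at about 14% in these data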;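 also: 0% = plate median of compound wells and 100% = 10 µM Aha-Tn7 peptide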
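Assay system: Human clot-derived fibrin DD(E) complex | Buffer or medium: Tris/NaCl/CaCl2 buffer, pH 7.8 | Repeats: One replicate per compound | Benchmarks: Aha-Tn7 high control | Measure: % inhibition scaled between sample-field median and high-control FP | Schedule: 10 min plus 3 h, room temperature | Signal: Fluorescence polarization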
UHRF1 MBD2 ctr = UHRF1 methylated DNA binding inhibitors, primary screen, counter-screen for MBD2 inhibitor project, biochemical, TR-FRET, human UHRF1, single concentration; AID 687016, 2013; UHRF1 binding to methylated oligo; hit rate 0.75% among 370,000; E3 ubiquitin-protein ligase UHRF1 (Homo sapiens), Q96T88; inhibition, % at 4.4 µM; in the data active = inhibition above about 21%;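 also: UHRF1 SRA domain binding a hemimethylated CpG hairpin DNA probe; 0% = median of test compound wells and 100% = reference inhibitor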
* = called active by the depositor; nt = not tested or not shown.

| # | SMILES | SIAE inh | ABHD4 inh | LEDGF integ inh | PG9 Ab binder | PRMT1 FP inh | TCR CD3 inh | TDP2 absorb | HTRA1 inhibitor | Tn7 DDE FP | UHRF1 MBD2 ctr |
| --- | --- | --- | --- | --- | --- | --- | --- | --- | --- | --- | --- |
| 1 | O=C(Nc1cccc(NC(=O)c2ccccc2Cl)c1)c1ccco1 | -6 | -4 | -1 | 0.1 | 0 | 0 | -11 | -8 | 8 | 0 |
| 2 | C=CCn1c(SCC(=O)Nc2cccc(S(N)(=O)=O)c2)nc2sc(C)c(C)c2c1=O | -8 | -14 | 1 | 0.3 | 0 | 1 | 0 | -30 | -2 | -1 |
| 3 | O=C(Nc1nncs1)C1CC(=O)N(C2CCCC2)C1 (centres undefined) | 0 | -8 | 0 | -0.8 | 2 | -8 | -9 | -1 | 6 | 1 |
| 4 | COc1ccc(NC(=S)NC(C)C(c2ccccc2)N2CCOCC2)cc1 (centres undefined) | 2 | 0 | -2 | -2.3 | -1 | 2 | 0 | -8 | 0 | -1 |
| 5 | COc1ccc(S(=O)(=O)NC2CCCC2)c(Cl)c1Cl | 0 | -2 | -2 | 2.4 | 0 | 2 | -1 | -4 | -1 | -5 |
| 6 | COc1cc(NC(=O)C2=C(C)OCCS2)c(Cl)cc1C(=O)NCCCN1CCCC(C)C1 (centres undefined) | -5 | -2 | 0 | 0.4 | 2 | 4 | -1 | -6 | 5 | -2 |
| 7 | Cc1cccc(C(=O)N2CCN(Cc3ccc4c(c3)OCO4)CC2)c1 | 6 | 2 | 5 | 1.1 | 2 | 0 | 3 | 4 | 4 | 2 |
| 8 | Cc1ccc(OCC(=O)Nc2ccc(C)c(S(=O)(=O)N3CCCCCC3)c2)c([N+](=O)[O-])n1 | -6 | -3 | 0 | 1.8 | 3 | -2 | 4 | -17 | 7 | 0 |
| 9 | CN(C(=O)c1cccc(NC(=O)Cc2ccc(NC(=O)C3CCN(C(=O)C4CCCCC4)CC3)cc2)c1)C1CCCC1 | -2 | -7 | 0 | -1.6 | -2 | 2 | -13 | -3 | 5 | 0 |
| 10 | Cc1noc(C)c1Cc1ccc(O)cc1 | 4 | 1 | -4 | -1.5 | 2 | 3 | -7 | 3 | 0 | 0 |
| 11 | Cc1cccc(Nc2nc(N3CCCCC3)nc(N3CCCCC3)n2)c1 | -5 | 8 | 0 | 0.8 | 0 | 1 | 3 | 0 | 5 | -4 |
| 12 | COc1cc(CNc2ccc(N3CCN(C(C)=O)CC3)cc2)ccc1OCc1ccc(F)cc1 | 2 | 20 | 9 | -4.4 | 7 | -4 | 11 | 30 | 4 | 7 |
| 13 | COc1ccc(NC(=O)c2ccc(Cc3ccc(C)cc3)o2)cc1 | 10 | -1 | -1 | -0.7 | -1 | 2 | -7 | -24 | 1 | -3 |
| 14 | COc1ccc(Cl)cc1C(=O)NNC(=O)CCNC(=O)c1ccccc1 | -5 | -1 | 0 | -0.5 | 1 | 4 | 1 | 9 | -5 | 1 |
| 15 | COc1ccc(CCN(C)Cc2nc(Cc3ccc(OC)c(OC)c3)no2)cc1OC | -1 | 3 | 0 | -0.1 | 5 | 4 | -2 | 3 | -5 | 2 |
| 16 | COc1ccc2nc(NC(=O)c3cccc(OCc4c(C)noc4C)c3)sc2c1 | -36 | 0 | -2 | -0.1 | 0 | -1 | -1 | -91 | -1 | -2 |
| 17 | O=C(COC(=O)c1cnccn1)N=c1sccn1Cc1ccccc1Cl | 20* | 1 | 3 | 0.7 | 1 | 12 | 19 | 0 | -4 | 0 |
| 18 | COc1cccc(Cn2c(=O)c3[nH]cnc3n(-c3ccccc3C)c2=O)c1 | 2 | -10 | 4 | -3.0 | -2 | -5 | -11 | 1 | -1 | 0 |
| 19 | CCOc1ccccc1NC(=O)c1cccc(S(=O)(=O)N(Cc2ccccc2)c2ccccc2OC)c1 | -9 | -14 | -7 | -0.9 | 0 | -1 | -10 | -32 | 8 | 4 |
| 20 | C=CCNc1nc(C(=O)OCC(=O)Nc2c(Cl)cccc2C(F)(F)F)cs1 | 7 | 1 | 4 | -0.6 | -2 | 6 | 13 | 0 | -6 | -4 |
| 21 | O=C(/C=C\c1ccccc1OC(=O)c1ccccc1F)c1cc2ccccc2o1 | -32 | -13 | -5 | -1.8 | 1 | -10 | 7 | -42 | -5 | 6 |
| 22 | COc1cc2[nH]c(=S)n(C3CCN(Cc4ccccc4)CC3)c(=O)c2cc1OC | 3 | -1 | 6 | -0.7 | -11 | -4 | -13 | 4 | -3 | 6 |
| 23 | COc1ccc(NC(=O)COc2cccc3c2OC(C)(C)C3)c(OC)c1 | 1 | -5 | 3 | -2.9 | -5 | -1 | -6 | -4 | -3 | 5 |
| 24 | Nc1ccc2c(c1)C(=O)N(CCCC(=O)O)C2=O | 2 | 3 | 2 | 0.3 | 0 | 5 | 3 | -4 | -6 | 3 |
| 25 | Nc1nc2ccccc2nc1N1CCCC1 | -2 | 3 | -2 | -1.2 | 0 | 4 | -9 | 1 | 5 | 0 |
| 26 | Cc1ccc(OCC(=O)OC(C)C(=O)NC2CCCCC2C)cc1C (centres undefined) | -9 | -4 | -5 | -0.9 | 2 | -4 | 10 | 2 | 3 | -1 |
| 27 | CC(Sc1nnc(-c2cccs2)n1-c1ccccc1)C(=O)NCc1ccc2c(c1)OCO2 (centres undefined) | 0 | 1 | 0 | -1.0 | 5 | -3 | 2 | -17 | -2 | 0 |
| 28 | COc1ccc(NC(=S)N(Cc2cccnc2)Cc2ccco2)cc1 | 3 | -1 | 0 | -0.2 | 0 | 3 | -2 | 2 | 2 | 0 |
| 29 | O=C(CCN1C(=O)c2ccccc2C1=O)N1CCN(c2ccccc2)CC1 | -8 | -4 | -4 | -0.9 | -1 | 9 | -13 | 0 | -1 | 6 |
| 30 | CCOC(=O)c1c(NC(=O)Cn2cnc([N+](=O)[O-])n2)sc2c1CCC(C)C2 (centres undefined) | -2 | -6 | -1 | 1.5 | 0 | 3 | -7 | -7 | 4 | -1 |
| 31 | CCCN(C1CCS(=O)(=O)C1)S(=O)(=O)c1cc(OC)ccc1OC (centres undefined) | 2 | 4 | -3 | 0.1 | 3 | -14 | -3 | 8 | -9 | 0 |
| 32 | CCOc1ccc2nc(Nc3nc4ccc(NC(C)=O)cc4s3)sc2c1 | -7 | 35* | -7 | 0.3 | 3 | -6 | 3 | 7 | -2 | 0 |
| 33 | NC(=O)CN1CCOCCOCCOCCOCCOCC1 | 5 | 4 | 1 | 1.2 | -2 | -1 | 5 | 2 | 0 | -2 |
| 34 | O=C(CN(c1ccccc1)S(=O)(=O)c1ccccc1[N+](=O)[O-])Nc1cccnc1 | 7 | 4 | 2 | -1.1 | 4 | 5 | 8 | -4 | 4 | -1 |
| 35 | O=C(O)[C@H](Cc1ccccc1)N1C(=O)c2c(Cl)c(Cl)c(Cl)c(Cl)c2C1=O | -2 | -6 | 10 | 0.7 | 2 | -7 | 17 | -1 | 4 | 18 |
| 36 | c1ccc(CNCCCNCCCCNCCCNCc2ccccc2)cc1 | 7 | 2 | -4 | 1.8 | 2 | -7 | -1 | -2 | 3 | 3 |
| 37 | Cc1cccc2c1-c1sc(C(=O)NCCCN3CCc4ccccc4C3)cc1CO2 | -1 | 4 | 3 | 0.1 | -4 | -4 | 9 | -40 | 3 | -1 |
| 38 | O=C(NCc1ccccn1)Nc1cccc(NC(=O)NCc2ccccn2)c1 | 0 | -7 | -1 | -0.6 | -2 | 4 | -2 | 2 | 6 | -1 |
| 39 | CCOC(=O)c1[nH]c2ccccc2c1N=C(C)N(CC)CC | 9 | 1 | -1 | -1.0 | -2 | 1 | -9 | -5 | 9 | 0 |
| 40 | CC1CN(CCOc2ccccc2[N+](=O)[O-])CC(C)O1 (centres undefined) | 15 | 14 | -1 | -0.4 | 3 | -6 | 14 | -2 | 11 | 1 |
| 41 | Cc1cccc(C)c1-n1nnnc1C1(C)CCC(=O)N1CC1CCCCC1 (centres undefined) | -3 | -20 | -7 | -1.8 | 7 | -6 | 0 | nt | 0 | 3 |
| 42 | O=C(O)COc1ccccc1/C=N/NC(=O)c1ccc2c(c1)OCCO2 | -1 | -6 | 4 | -0.4 | -3 | 16 | -4 | -3 | 1 | -2 |
| 43 | Fc1ccc(CN2CCSCC2)cc1F | -1 | 9 | 1 | -0.4 | 3 | 6 | 16 | 6 | 12 | 2 |
| 44 | COCCNC(=S)N1CCN(C)CC1 | 4 | 5 | 0 | 1.2 | 4 | 4 | 9 | 1 | 7 | 2 |

In another format: results already given.
17	O=C(COC(=O)c1cnccn1)N=c1sccn1Cc1ccccc1Cl
  SIAE inh = 20*	ABHD4 inh = 1	LEDGF integ inh = 3	PG9 Ab binder = 0.7	PRMT1 FP inh = 1	TCR CD3 inh = 12	TDP2 absorb = 19	HTRA1 inhibitor = 0	Tn7 DDE FP = -4	UHRF1 MBD2 ctr = 0

35	O=C(O)[C@H](Cc1ccccc1)N1C(=O)c2c(Cl)c(Cl)c(Cl)c(Cl)c2C1=O
  SIAE inh = -2	ABHD4 inh = -6	LEDGF integ inh = 10	PG9 Ab binder = 0.7	PRMT1 FP inh = 2	TCR CD3 inh = -7	TDP2 absorb = 17	HTRA1 inhibitor = -1	Tn7 DDE FP = 4	UHRF1 MBD2 ctr = 18

14	COc1ccc(Cl)cc1C(=O)NNC(=O)CCNC(=O)c1ccccc1
  SIAE inh = -5	ABHD4 inh = -1	LEDGF integ inh = 0	PG9 Ab binder = -0.5	PRMT1 FP inh = 1	TCR CD3 inh = 4	TDP2 absorb = 1	HTRA1 inhibitor = 9	Tn7 DDE FP = -5	UHRF1 MBD2 ctr = 1

23	COc1ccc(NC(=O)COc2cccc3c2OC(C)(C)C3)c(OC)c1
  SIAE inh = 1	ABHD4 inh = -5	LEDGF integ inh = 3	PG9 Ab binder = -2.9	PRMT1 FP inh = -5	TCR CD3 inh = -1	TDP2 absorb = -6	HTRA1 inhibitor = -4	Tn7 DDE FP = -3	UHRF1 MBD2 ctr = 5
